Dicer processing = inhibitors of human Dicer processing of pre-microRNA; Q9UPY3; cat-ELCCA pre-miR-21 Dicer processing, chemiluminescence; stronger effect = higher value; z-score at 25 µM; 6% of 47,000 active; AID 1347074; in the data active means z-score above about 3, passing the limit was not always enough;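 further: plate controls were vehicle for no effect and no enzyme for full effect; higher signal means more uncleaved substrate so more Dicer inhibition; strong numbers were not always called active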
* hit, by the source's call.

SMILES	Dicer processing
Cc1ccc2[nH]c3c(c2c1)CCNC3=O	2
O=C(CSc1nnc2scc(-c3ccccc3)n12)Nc1nsc(-c2ccccc2)n1	0.12
Cc1cc(C(=O)N/N=C/C(C)(C)C)nn1C	-3.4
Cn1c(=O)c2c(-c3ccccc3)n(C(C)(C)C)cc2n(C)c1=O	-1.1
Cc1csc(NC(=O)CSc2ccc(Cl)cc2)c1C(N)=O	-0.19
COc1ccc(C2N=C(Nc3ccc(C(C)C)cc3)Nc3nc(C)cc(=O)n32)cc1OC (configuration not stated)	-0.84
CCc1ccc(C2C(C#N)=C(N)Oc3n[nH]c(COC)c32)cc1 (configuration not stated)	-4.9
O=C(CSc1ncn[nH]1)Nc1nnc(-c2ccccc2)s1	-0.22
O=C1C(=O)C(c2ccccc2)C(=O)C1c1ccccc1 (configuration not stated)	1.6
CN(NC(=O)c1ccc(Cl)cc1)c1ncc(Cl)cc1C(F)(F)F	3
Cc1noc(-c2ccc(C(F)(F)F)cc2)c1C(=O)NN	-0.24
O=C(Cn1cccc(C(F)(F)F)c1=O)c1ccc(Cl)cc1	17
Cc1ccc(S(=O)(=O)Oc2cccnc2)c(C)c1F	0.41
O=C(O)c1cc2cc(F)ccc2[nH]1	0.17
CC(C)NC(=S)Nc1ccc(F)c(Cl)c1	13
CNCC[C@@H](Oc1cccc2ccccc12)c1cccs1	5.1
COC(=O)c1scc(Br)c1OS(=O)(=O)c1ccc(F)cc1	-0.52
CCOc1ccc(C2C(C#N)=C3N=C(N)c4ccccc4N3C3=C2C(=O)CC(C)(C)C3)cc1 (configuration not stated)	0.88
O=C(O)CCCCCC(=O)c1ccccc1	22
Nc1ccccc1Sc1nccc(C(F)(F)F)n1	-4.8
O=C(c1ccc([N+](=O)[O-])cc1)N1CCN(c2ncc(Br)cn2)CC1	-0.37
Cc1ccc(C(=O)NC2(NCc3ccc(Cl)cc3)C(=O)c3ccccc3C2=O)cc1	1.6
CSC1=NC(C)(C)Cc2cc3c(cc21)OCCO3	3.3*
C[N+]12CCC(CC1)C(OC(=O)C(O)(c1ccccc1)c1ccccc1)C2 (configuration not stated)	-0.38
COc1ccc(C2CC(=O)C3=C(C2)NC(C)=C(C(=O)OCC(C)C)C3c2ccc3c(c2)OCO3)cc1 (configuration not stated)	-0.15
CCOc1ccc(-c2nc(C#N)c(NCCCOC)o2)cc1	-0.67
O=C(Oc1ccnc2cc(Cl)ccc12)N1CCOCC1	0.69
CCOC(=O)[C@@H](Cc1ccccc1)NS(=O)(=O)c1ccc(C)cc1	-0.03
CCCCCc1nn2c(=O)cc(O)nc2s1	-5.7
CCn1c(NCc2ccc(N(C)C)cc2)nc2ccccc21	-0.31
O=c1oc(-c2ccc(Cl)c(Cl)c2)nn1-c1ncccc1C(F)(F)F	-0.55
CCC(=O)Nc1ncc([N+](=O)[O-])s1	1
COc1ccc(NC2c3cccc4cccc(c34)C2NS(=O)(=O)c2ccc(Cl)cc2)cc1 (configuration not stated)	0.57
CCC(C(=O)O)n1cnc2scc(-c3ccc(C)c(C)c3)c2c1=O (configuration not stated)	-0.1
O=[N+]([O-])c1ccccc1N1CCC(CCCC2CCN(c3ccccc3[N+](=O)[O-])CC2)CC1	1.9
CSc1ncnc2c1nnn2Cc1ccccc1	-0.78
O=C(N/N=C/c1c(Cl)cccc1Cl)c1csnc1-c1c(Cl)cccc1Cl	0.26
Cc1cccc(N=Nc2c(O)ccc3ccccc23)c1	2.2
CCOC(CC(=O)NNC(=O)c1ccc(C(F)(F)F)cc1)OCC	-0.65
O=C(Oc1cc(=O)oc2c1c(=O)n1c3c(cccc23)CC1)c1ccco1	-0.23
CCCCN1C(=O)C(O)(CC(=O)c2ccc(OCC)cc2)c2cc(Br)ccc21 (configuration not stated)	0.25
Brc1ccc(OCc2nc(-c3cccs3)no2)cc1	2.7
NC(Cc1c[nH]c2ccc(OCc3ccccc3)cc12)C(=O)O (configuration not stated)	1.1
Cc1ccc(-c2nnc3c4cnn(C)c4ncn23)cc1	-1.7
CCOC(=O)Cc1c(C)nc2c(C#N)c(C)[nH]n2c1=O	1.4
CC(C)Cc1cc(-c2ccccc2)c(C#N)c(N)n1	-1.3
O=C(CSc1n[nH]c(C(F)(F)F)n1)c1ccc(Cl)cc1	0.12
COC(=O)c1c(OC)ccc(-n2cccc2)c1OC	-0.54
CC(C)S(=O)(=O)/C(C#N)=C/c1cnc[nH]1	1.1
COc1ccc(N2CCN(C(=O)c3cc4n(n3)C(C(F)(F)F)CC(c3ccco3)N4)CC2)cc1 (configuration not stated)	0.83
CSc1nc(C)nc(N/C=C(\C#N)S(=O)(=O)c2ccc(C)cc2)n1	-2.2
CCOC(=O)c1cc(=O)c2ccc(O)cc2o1	-0.92
COC(=O)C1C2CCC(C2)C1C(=O)OCC(=O)c1ccc(Br)cc1 (configuration not stated)	0.04
N#C/C(=C\Nc1cc(C(F)(F)F)cc(C(F)(F)F)c1)S(=O)(=O)Cc1ccc(Cl)cc1	-2.4
CCOc1cccc(=O)c2c(C)n(CC(=O)c3ccccc3)c(C)c12	1.8
CCCc1nccn1S(=O)(=O)c1cc(Br)c(C)cc1OC	-0.35
Cc1ccc(Nc2ncnc(-n3cccc3)n2)cc1Cl	-0.27
CC(=O)NS(=O)(=O)c1ccc(N=Cc2ccco2)cc1	-0.22
COC(=O)C1=C(O)CSC1=Nc1ccc(F)cc1	5.1*
CC(C)Cc1nnc(NC(=O)C2c3ccccc3Oc3ccccc32)s1	0.72

2 compounds drawn at random from those above:
SMILES	Dicer processing
COc1ccc(N2CCN(C(=O)c3cc4n(n3)C(C(F)(F)F)CC(c3ccco3)N4)CC2)cc1 (configuration not stated)	0.83
N#C/C(=C\Nc1cc(C(F)(F)F)cc(C(F)(F)F)c1)S(=O)(=O)Cc1ccc(Cl)cc1	-2.4

(further entries)
SMILES	Dicer processing
COc1cc(C2Nc3ccc(C(=O)c4ccccc4)cc3NC3=C2C(=O)CC(C)(C)C3)ccc1O (configuration not stated)	0.14
O=C(O)CCCC(=O)N1N=C(c2cccs2)CC1c1cn(-c2ccccc2)nc1-c1ccccc1 (configuration not stated)	2.5
Cc1cc(NC(=O)Nc2ccc3c(ccn3C)c2)sn1	-0.65
O=c1c2ccccc2oc2cc(O)ccc12	0.39
CS(=O)(=O)c1ccc2nc(NC(=O)Cc3ccc(Br)cc3)sc2c1	5.3*
O=S(=O)(Nc1ccccc1C(F)(F)F)c1ccc(-c2ccccn2)s1	1.8
COc1ccc(-c2c3c(nc4ncnn24)-c2ccccc2C3=O)cc1	-5
O=C1OC(c2ccc(F)cc2)/C(=C(/O)c2ccccc2)C1=O (configuration not stated)	1.3
CCCCOC(=O)C1CCCC(C)N1 (configuration not stated)	-0.54
Cc1cc(C)nc(S/C=C/C(=O)c2ccccc2F)n1	-0.88
CCc1nnc(NC(=O)c2ccc3nsnc3c2)s1	0.27
CCOC(=O)CNC(=O)/C=C/c1cc(Br)c(OC)c(OC)c1	-1.9
COCCOC(=O)c1c(C)oc2ccc(OCc3cccc(Br)c3)cc12	-0.61
CCCCn1c(=O)c2c(nc3n2CCN3c2ccc(OC)cc2)n(C)c1=O	-1.3
COc1ccc(N/C=C\C(=S)c2ccc(OC)cc2)cc1	-0.36
Cn1c(CN2CCN(Cc3ccccc3)CC2)nc2ccccc21	2.6
CN(C)S(=O)(=O)c1ccc2c(c1)oc(=O)n2C	-2.2
Cc1cccc(Cc2c(C)[nH]c3[nH]n(-c4ccccc4)c(=O)c3c2=O)c1	-5.1
Clc1ccc(Nc2nnc(Cc3ccncc3)c3ccccc23)cc1	1.3
CCOC(=O)NC(=O)CC(=O)NC(=O)OCC	-1.5
CC(C)N(CCC#N)C(=O)Nc1ccc(F)cc1	0.09
CN1CCN(C(=O)CSc2nc3c(c(C(F)(F)F)n2)CCc2ccccc2-3)CC1	0.06
O=C(Nc1ccccc1Sc1ncc([N+](=O)[O-])cc1C(F)(F)F)C1CC1	-1.9
O=C(N1CCN=C1c1ccccc1)N1c2ccccc2Sc2ccccc21	-0.42

The list goes on.
| Structure | Dicer processing |
| --- | --- |
| Cc1ccc2ncnc(NCc3ccco3)c2c1 | 4.5* |
| CCOCCOC(=O)C1=C(C)NC2=C(C(=O)CC(C)(C)C2)C1c1ccc(Br)cc1 (configuration not stated) | 0.46 |
| Cc1c(C(=S)Nc2ccccc2Cl)sc2ccccc12 | -0.55 |
| Cn1c(NCc2ccccc2)nc2c1c(=O)n(Cc1ccccc1F)c(=O)n2C | -2.2 |
| COc1cc(C2C(C(=O)OCC3CCCO3)=C(C)NC3=C2C(=O)CC(c2cccs2)C3)ccc1O (configuration not stated) | 1.9 |
| O=C(Nc1cc(Cl)cc(Cl)c1)Nc1cc(-c2ccccc2)[nH]n1 | -1.4 |
| CN(C)CCN1C(=O)c2ccccc2N(C)c2ccccc21 | 0.09 |
| O=C1CSC(=Nc2cc(Cl)c(Cl)cc2Cl)N1CCc1ccccc1 | 3.3* |
| CN(NC(=O)Nc1ccccc1)c1cnn(C)c(=O)c1Cl | -0.85 |
| CCC1(C)CC(=O)N(c2ccc(F)c(Cl)c2)C(=O)C1 | 2.7 |
| Cc1ccc(S(=O)(=O)N/N=C/c2ccc(Cl)c(Cl)c2)cc1 | -0.62 |
| S=C(Nc1ccc(Cl)cc1)Nc1ccc(Cl)cc1 | 1.8 |
| Clc1ccc(CN2CCN(C3CCCC3)CC2)cc1 | 1.1 |
| NC(=NC(=O)CCn1c(=O)oc2ccccc21)c1ccc(C(F)(F)F)cc1 | 0.12 |
| COc1ccc(-c2ccnc3c2c(=O)n(C)c(=O)n3C)cc1OC | 1.4 |
| COC(=O)C1=COC(C)C2CN3CCc4c([nH]c5ccccc45)C3CC12 (configuration not stated) | -0.51 |
| O=S(=O)(Nc1ccc(C(F)(F)F)cn1)c1ccccc1 | 1.8 |
| N#Cc1cccnc1SCCOC(=O)c1cccc(Cl)c1 | -1.3 |
| Cn1nc(-c2ccccc2)cc1NC(=O)Nc1ccc(OCc2ccccc2)cc1 | 0.53 |
| CCCCC(=O)N(Cc1ccc(-c2ccccc2-c2nn[nH]n2)cc1)[C@H](C(=O)O)C(C)C | -0.07 |
| Fc1cccc(CN2CCN(Cc3ccc4ccccc4c3)CC2)c1 | 0.7 |
| CCOc1cc(C2c3c(oc4ccccc4c3=O)C(=O)N2c2nnc(C(C)C)s2)ccc1O (configuration not stated) | -0.35 |
| O=C1Nc2ccccc2C1=Nc1ccc(Cl)cc1 | 0.92 |
| COc1ccc(C2Nc3ccccc3NC3=C2C(=O)CC(C)(C)C3)cc1OC (configuration not stated) | -0.52 |
| O=C(CSc1nnc2sc3ccccc3n12)c1ccc(Cl)cc1 | 0.1 |
| O=C(CCCSc1nc(-c2ccco2)cc(C(F)(F)F)n1)Nc1ccccc1F | 0.84 |
| O=C1CC(c2ccc(F)cc2)Cc2nc(N3CCc4ccccc4C3)ncc21 (configuration not stated) | -0.69 |
| COc1cc(C(=O)NC(=S)NC(N)=O)cc(OC)c1OC | -0.93 |
| CCOC(=O)C1=C(Nc2ccc(Cl)cc2)C(=O)N(C(C)(C)C)C1 | -2 |
| CCOc1ccc(OCc2ccc(C(=O)NC(C)C)o2)cc1 | -0.13 |
| NC(=NC(=O)c1ccc(OCC(F)(F)F)nc1)c1ccc(Cl)cc1 | -0.75 |
| S=c1[nH]c(=S)c2cnc(N3CCN(c4ccccc4)CC3)nc2[nH]1 | 0.45 |
| CCOC(=O)CSc1nc2cc(Cl)ccc2n1C(C)C | 0.31 |
| O=C(Nc1nc2c(ccc3ccccc32)s1)c1ccco1 | 5.7* |
| Cc1ccc(-c2cc(C(F)(F)F)c(C#N)c(SCC(=O)O)n2)cc1 | -0.53 |
| Cc1[nH]nc2oc(=O)c(Cc3c(F)cccc3Cl)c(C)c12 | -2.8 |
| CCOc1ccc(-c2nc(C#N)c(NCc3ccc4c(c3)OCO4)o2)cc1 | -0.69 |
| Cc1ccc(NC(=S)N2CCCc3ccccc32)c(C)c1 | 0.86 |
| COc1ccc(-c2cnn3c(C)cc(C)nc23)cc1OC | 0.94 |
| Cc1ccc(S(=O)(=O)NC(=O)Nc2cc(C)on2)cc1 | -0.09 |
| Cc1oc2ccc(NS(=O)(=O)c3ccc(Cl)cc3)cc2c1C(=O)OC(C)C | 1.7 |
| C/C(=N\NC1=NCCN1)c1ccc(Cl)cc1 | 1.1 |
| O=C(CSc1nc2ccccc2nc1SCC(=O)N1CCOCC1)N1CCOCC1 | 1.5 |
| O=C(CSc1nnc(-c2ccccc2)o1)c1ccccc1 | -1.1 |
| CCOC(=O)c1nnn(Cc2ccccc2)c1N | 1.7 |

Single values from the entries so far.
Result of `Cc1ccc(-c2cc(C(F)(F)F)c(C#N)c(SCC(=O)O)n2)cc1` in Dicer processing: -0.53
Result of `Cc1ccc(NC(=S)N2CCCc3ccccc32)c(C)c1` in Dicer processing: 0.86
Result of `O=C(CSc1nnc(-c2ccccc2)o1)c1ccccc1` in Dicer processing: -1.1

Other structures follow:
| Structure | Dicer processing |
| --- | --- |
| Cc1ccc(C2CC(C(F)(F)F)n3ncc(C(=O)N(C)Cc4cn(C)nc4C)c3N2)cc1 (configuration not stated) | -1.3 |
| c1ccc(OCc2nnc3sc(-c4ccc5c(c4)OCO5)nn23)cc1 | -1.4 |
| COCCNC(=O)c1cc2ccccc2oc1=O | -1.4 |
| CC/S(=N\S(=O)(=O)c1ccc(C)cc1)c1ccccc1 (configuration not stated) | -0.88 |
| COC(=O)c1ccc(OCC(F)(F)F)nc1 | -0.41 |
| O=C1C2Sc3[nH]c(=O)sc3C(c3ccc(O)cc3)C2C(=O)N1c1ccc(Br)cc1 (configuration not stated) | -0.35 |
| Cn1c(=O)[nH]c(=O)c2c1nc1n(CCO)c(-c3ccccc3)cn21 | -0.25 |
| Cc1onc(-c2c(Cl)cccc2Cl)c1C(=O)NC(C)(C)CC(C)(C)C | 0.53 |
| CCOc1cccc(C2Nc3c(C)cc(C)cc3-c3cc(C)nn32)c1O (configuration not stated) | 2.6 |
| Cc1sc(-c2c(C#N)c(N)nc3c2CCCCC3)cc1[N+](=O)[O-] | -0.41 |

4 structures from above, ordered by count of non-hydrogen atoms, rising:
| Structure | Dicer processing |
| --- | --- |
| COCCNC(=O)c1cc2ccccc2oc1=O | -1.4 |
| Cc1sc(-c2c(C#N)c(N)nc3c2CCCCC3)cc1[N+](=O)[O-] | -0.41 |
| Cn1c(=O)[nH]c(=O)c2c1nc1n(CCO)c(-c3ccccc3)cn21 | -0.25 |
| Cc1onc(-c2c(Cl)cccc2Cl)c1C(=O)NC(C)(C)CC(C)(C)C | 0.53 |

High-throughput results deposited in PubChem BioAssay by Center for Chemical Genomics, University of Michigan.

An excerpt, so the mix of outcomes need not match the whole.
